# High-throughput results: PubChem BioAssay, several laboratories
# MRP-1 activ: MRP-1 activation; viability increase, % at 10 µM; AID 799; H69AR cells + doxorubicin, viability rescue, CellTiter-Glo; 140,000 tested, 0.61% active;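 active = viability gain under doxorubicin at or above a set limit, the compound median plus 3 SD, cut at about 4.7% in these data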;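 also: MRP-1 overexpressing cells given doxorubicin 25 µM after compound pretreatment; 18-22 h compound pretreatment then 72 h with doxorubicin before readout; 0% = doxorubicin-only wells and 100% = vehicle-treated cells without doxorubicin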
# PTEN del growth: PTEN-deleted cell growth suppression; HCT116 PTEN-null viability, CellTiter-Glo, 60 h; active compounds read low; viability, % at 10 µM; 140,000 tested, 1.2% active;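 active = viability at or below a set limit, 4 SD under the median of all tested compounds, cut at about 3.7% in these data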;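 also: PTEN knockout HCT116 line with beta catenin targeted HCT116 as companion control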
# Yeast growth inh: yeast BB579 growth reduction in restrictive medium; S. cerevisiae BB579 growth, OD615, 48 h; inhibition, % at 10 µM; 140,000 tested, 0.51% active;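 active = inhibition above a set limit, 3 SD over the mean compound inhibition, cut at about 44% in these data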; also: inactives centre near -24
#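 Detection: OD615 turbidity measurement; Material: Saccharomyces cerevisiae DeaD strain BB579, replicative lifespan model yeast; Timing: 48 h exposure, 30 °C; Doses: single 10 µM dose; Medium: CSMM-D restrictive synthetic medium containing dextrose (glucose); Controls: amphotericin B at 10 µg/mL as positive control.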
# NPY Y2 blocker: blocks the human neuropeptide Y Y2 receptor. AID 793. P49146. inhibition, % at 2.7 µM. 140,000 tested, 0.99% active. NPY-Y2 expressing cells, antagonist mode; in the data active = inhibition above about 17%;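 also: 0% = vehicle with agonist challenge and 100% = reference antagonist with challenge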
# Target sequence (P49146 whole entry, looked up): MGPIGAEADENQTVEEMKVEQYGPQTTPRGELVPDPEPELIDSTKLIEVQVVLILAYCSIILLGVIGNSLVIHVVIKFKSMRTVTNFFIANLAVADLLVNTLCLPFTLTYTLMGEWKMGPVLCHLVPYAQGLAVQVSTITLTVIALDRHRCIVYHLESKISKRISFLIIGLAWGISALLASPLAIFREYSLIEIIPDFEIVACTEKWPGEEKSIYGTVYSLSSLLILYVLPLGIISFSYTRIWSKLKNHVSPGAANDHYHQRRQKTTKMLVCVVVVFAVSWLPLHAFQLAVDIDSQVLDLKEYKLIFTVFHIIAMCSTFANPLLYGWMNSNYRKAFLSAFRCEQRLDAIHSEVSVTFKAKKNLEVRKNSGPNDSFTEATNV
# bCat KO growth: beta-catenin-lacking colon tumor cell growth suppression. AID 818. 140,000 tested, 1.5% active. viability, % at 10 µM. HCT116 beta-catenin knockout viability, CellTiter-Glo, 60 h; active compounds read low;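 active = viability at or under a set limit, the compound median less 4 SD, cut at about 6% in these data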;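 also: 0% = Hyamine 1622 control at 20 µM and 100% = untreated cell control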
# Measles CPE: protection of cells from measles virus; Measles virus-infected cells, CPE protection, absorbance; protection (pct of control), % at 4 µM; 140,000 tested, 1.5% active; AID 841; in the data active = protection mostly above about 24%, no sharp cut-off; inactive = mostly below about 26%; also: some compounds called inactive have numbers as strong as hits
# GALR2 blocker: antagonists of human galanin receptor 2 (GALR2); GALR2-expressing cells, antagonist mode; inhibition, % at 4 µM; 140,000 tested, 0.39% active; in the data active = inhibition above about 27%;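 also: cells stimulated with galanin 1-16 at roughly its EC80; 0% = agonist challenge control and 100% = basal control without agonist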
# Target sequence (O43603 whole entry, looked up): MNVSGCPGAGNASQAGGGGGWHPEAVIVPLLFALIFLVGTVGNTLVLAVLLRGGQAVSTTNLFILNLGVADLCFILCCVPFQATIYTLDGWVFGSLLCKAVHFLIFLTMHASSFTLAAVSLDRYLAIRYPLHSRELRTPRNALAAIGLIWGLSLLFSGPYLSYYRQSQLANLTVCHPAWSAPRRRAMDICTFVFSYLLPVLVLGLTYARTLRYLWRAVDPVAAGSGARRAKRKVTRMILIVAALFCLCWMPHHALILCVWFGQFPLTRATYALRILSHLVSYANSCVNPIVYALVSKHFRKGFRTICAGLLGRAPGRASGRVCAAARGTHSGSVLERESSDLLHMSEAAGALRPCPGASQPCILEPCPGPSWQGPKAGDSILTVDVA
# Yeast lifespan up: yeast lifespan extension. S. cerevisiae growth with nicotinamide, OD615; deaD strain in restrictive glucose medium. inhibition of the nicotinamide effect, % at 10 µM. 130,000 tested, 0.68% active. AID 775;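 active = inhibition above a set limit, placed 3 SD over the median of all compounds, cut at about 26% in these data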;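 also: 0% = nicotinamide-treated wells and 100% = cells grown without nicotinamide; some compounds called inactive have numbers as strong as hits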
#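 Test system – modified budding yeast, DeaD strain · Compound – single dose 10 µM compound, 0.25% DMSO · Times – culture preincubation 4 h, compound exposure 48 h, both 30 °C · Detection – optical density (absorbance) at 615 nm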
# E-sel TNF inh: TNF alpha driven E-selectin expression inhibition; HUVEC TNFa-induced E-selectin immunofluorescence, high content; inhibition, % at 2 µM; 120,000 tested, 0.71% active; AID 1246;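 active = inhibition above the batch mean plus 3 SD, and confirmed as a hit on visual image review, cut at about 43% in these data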;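 also: 0% = TNF-stimulated DMSO wells and 100% = unstimulated control wells; not every result past the cut was called active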
# Phagocytosis inh: inhibitors of macrophage phagocytosis; J774A.1 macrophage IgG-bead phagocytosis, imaging; inhibition, % at 5 µM; 110,000 tested, 0.07% active; AID 1029;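 active = inhibition above the mean of the plate negative controls plus 5 SD, cut at about 13% in these data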;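 also: phagocytic index as fraction of beads internalized from green versus red external bead signal; plate controls were DMSO negative control for no effect and cytochalasin-D positive control for full effect; some results beyond the cut were filed as inactive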
# Numbers without * were called inactive; · = not tested or not shown. Only part of the results is shown (hit frequency here may not be typical).
SMILES,MRP-1 activ,PTEN del growth,Yeast growth inh,NPY Y2 blocker,bCat KO growth,Measles CPE,GALR2 blocker,Yeast lifespan up,E-sel TNF inh,Phagocytosis inh
CC(C)Cc1nnc(NC(=O)CCC(=O)N2CCN(CCOC(c3ccccc3)c3ccccc3)CC2)s1,-4.3,27,-10,1,25,14,-2,-7,-32,3
Cc1cc(C)cc(N2C(=O)NC(=O)/C(=C\C=C\c3ccco3)C2=O)c1,-5.3,39,-13,-1,30,1,10,28*,·,-3
O=C1NC(=O)C(C/C=C/c2ccccc2)C(=O)N1,-0.6,96,-11,2,95,11,1,-4,-39,-1
N=c1c2c(n(Cc3ccc(Cl)cc3Cl)c3c1CCC3)CCCC2,-1.3,12,-24,8,8,9,10,8,-39,3
CCC(C)(C)n1nnnc1C(c1cccs1)N1CC=C(c2ccc(F)cc2)CC1 (stereo unspecified),0.7,77,-72,12,73,8,2,23,·,-1
ClCCNc1nc2ccc(Cl)cc2[nH]1,-4.0,79,-40,0,81,6,7,-5,13,·
CCN1C(=O)NC(=O)/C(=C\c2ccc(N3CCOCC3)cc2OC)C1=O,-1.0,87,7,0,93,6,-3,-24,-43,·
Clc1ccc(-c2nc3ccc(Cl)cn3c2CN2CCOCC2)cc1,-6.0,72,-14,5,73,10,-5,-7,·,3
O=[N+]([O-])c1ccc(Nc2ccccc2)cc1,-3.2,92,-17,0,90,3,7,-6,37,-3
Cc1ccc(N2C(=O)NC(=O)/C(=C\c3cc(C)n(-c4sc5c(c4C#N)CCCC5)c3C)C2=O)cc1,-1.5,69,-48,3,72,23,-7,-1,·,-5
CCn1c(O)c(C(=O)CC2NCCc3ccccc32)c(=O)n(CC)c1=S (stereo unspecified),-0.9,87,-8,9,91,5,1,2,-26,·
CCN1CCN(CC(=O)c2c(C)n(Cc3ccccc3)c3ccc(OC)cc23)CC1,-5.5,71,9,10,79,9,19,-19,2,·

# At a glance, part of the list above:
SMILES,MRP-1 activ,PTEN del growth,Yeast growth inh,NPY Y2 blocker,bCat KO growth,Measles CPE,GALR2 blocker,Yeast lifespan up,E-sel TNF inh,Phagocytosis inh
CC(C)Cc1nnc(NC(=O)CCC(=O)N2CCN(CCOC(c3ccccc3)c3ccccc3)CC2)s1,-4.3,27,-10,1,25,14,-2,-7,-32,3
Cc1cc(C)cc(N2C(=O)NC(=O)/C(=C\C=C\c3ccco3)C2=O)c1,-5.3,39,-13,-1,30,1,10,28*,·,-3
O=C1NC(=O)C(C/C=C/c2ccccc2)C(=O)N1,-0.6,96,-11,2,95,11,1,-4,-39,-1
N=c1c2c(n(Cc3ccc(Cl)cc3Cl)c3c1CCC3)CCCC2,-1.3,12,-24,8,8,9,10,8,-39,3
CCC(C)(C)n1nnnc1C(c1cccs1)N1CC=C(c2ccc(F)cc2)CC1 (stereo unspecified),0.7,77,-72,12,73,8,2,23,·,-1
ClCCNc1nc2ccc(Cl)cc2[nH]1,-4.0,79,-40,0,81,6,7,-5,13,·

# Next part.
SMILES,MRP-1 activ,PTEN del growth,Yeast growth inh,NPY Y2 blocker,bCat KO growth,Measles CPE,GALR2 blocker,Yeast lifespan up,E-sel TNF inh,Phagocytosis inh
Cc1ccc2c(c1)C1CN(C)CCC1N2C(=O)Cc1cccs1 (stereo unspecified),-2.8,91,-19,2,91,22,-3,-3,-1,-1
CC[N+](CC)(CC)CCCOC(=O)C(O)(c1ccccc1)C1CCCCC1 (stereo unspecified),1.4,109,-14,0,95,2,2,1,6,-2
O=c1[nH]c(=O)n(-c2cccc(Cl)c2)c(O)c1/C=N/c1ccccn1,-1.6,107,-22,2,94,4,-8,-11,-28,0
O=C1CC[C@@]2(O)[C@H]3Cc4ccc(O)c5c4[C@@]2(CCN3CC2CC2)[C@H]1O5,-0.2,95,-60,1,95,14,15,6,·,·
Fc1ccc(C(OCCN2CCCC2)c2ccc(Br)cc2)cc1 (stereo unspecified),-4.2,51,16,10,48,54*,-8,7,·,1
COc1cccc(-c2cc(C(F)(F)F)n3nc(C(=O)N4CCC5(CC4)OCCO5)cc3n2)c1,-0.9,94,-37,1,84,1,3,-12,-2,1
O=C1C(=O)c2cccc3cccc1c23,-3.4,37,-8,3,27,2,7,-1,4,3
CC(=NCc1cccnc1)c1c(O)n(-c2ccc(C)cc2)c(=O)[nH]c1=O,-0.3,96,-5,-1,101,8,9,0,-26,0
Cc1ccc(N2C(=O)NC(=O)/C(=C\c3cnc(-c4ccccc4)nc3)C2=O)cc1,-2.9,103,-17,3,93,16,-7,-1,·,·
Cn1c(O)c(/C=C/C=Nc2ccccc2)c(=O)n(C)c1=S,1.0,88,-16,2,80,8,-1,3,·,-4
CCOC(=O)c1c(N)n(Cc2ccco2)c2nc3ccccc3nc12,-5.1,76,-37,6,73,7,15,-21,-4,-1
CCOC(=O)c1c(C)n(Cc2ccccc2)c2ccc(OCC(O)Cn3nc(C)nc3C)cc12 (stereo unspecified),-2.1,89,1,2,90,4,2,-10,1,1
CC1(C)C2CC=C(CN3CCOCC3)C1C2 (stereo unspecified),-1.8,111,-23,-1,93,15,-3,-7,-17,1
CN(C)C(=O)Oc1ccc(OCc2n(C)c3ccccc3[n+]2C)cc1,-1.6,98,2,-1,103,11,3,6,-2,-1
O=c1cccc2n1CC1CC2CN(c2ncnc3c2cnn3-c2ccccc2)C1 (stereo unspecified),-0.2,98,6,0,101,0,10,-7,-15,0
COc1ccc(CCNCc2ccc(F)cc2)cc1OC,-0.7,102,-53,1,100,17,-6,8,-48,·
CC(C)CNC(=O)c1c(N)n(Cc2ccc3c(c2)OCO3)c2nc3ccccc3nc12,-5.9,20,-36,-2,32,3,-37,0,-2,-2
CCN1C(=O)/C(=C/c2ccc3c(c2)CCN3CCCCl)C(=O)NC1=S,-4.3,36,-38,2,38,2,7,21,·,5
O=C(Cn1ncc2ccccc21)N1CCC2(CC1)OCCO2,-0.8,99,-9,5,94,3,-7,4,-3,0
COc1ccc(CCNCc2ccncc2)cc1,-0.4,96,-40,-2,91,6,-12,-7,57,-1
COc1ccc(C2N3CC(C)(C)CN23)cc1 (stereo unspecified),-0.5,98,-21,2,96,9,-2,3,9,-2
CC(C)(C)c1ccc(CN2C(=O)CN=C(c3ccccc3)c3ccccc32)cc1,-3.1,49,-44,3,61,9,-18,8,-8,·
COc1cccc(NP(=O)(Oc2ccccc2)Oc2ccccc2)c1,-2.0,25,-20,5,23,13,13,15,-1,-5
CN1C(=O)C(=Cc2ccc(-c3cccc(Cl)c3)o2)C(=O)N(C)C1=O,-1.5,89,-17,6,95,20*,8,21,-3,·
Oc1ccc(Cl)cc1CN1CCN(Cc2ccccc2)CC1,-2.9,110,-3,0,98,13,-4,-7,2,-1
Cc1nn(Cc2ccccc2)c(Cl)c1C(=O)Nc1ccc(OC(F)(F)F)cc1,-0.9,87,-31,3,92,20,2,-5,10,·
O=C(CCCN1CCC2(CC1)C(=O)NCN2c1ccccc1)c1ccc(F)cc1,-3.6,20,-29,9,24,16,10,4,·,·
Cc1nnc(SCc2nc3ccccc3c(=O)n2-c2ccccc2Cl)n1N,-1.2,95,-40,0,89,11,-10,-14,-19,4
O=C1CC(N2CCC(n3c(=O)[nH]c4ccccc43)CC2)C(=O)N1Cc1ccccc1 (stereo unspecified),-0.6,84,-2,3,96,4,-14,-11,18,4
Fc1ccc(CCNCc2cccc(Cl)c2)cc1,-3.2,89,-16,4,90,5,-3,-10,38,-1
COC(=O)CN1C(=O)C2(C(C(=O)OC)=C(N)Oc3ccccc32)C2=C1CC(C)(C)CC2=O (stereo unspecified),-1.9,100,-3,1,117,3,-22,7,4,-1
Clc1ccccc1CN1CCN(c2ccccc2Cl)CC1,0.1,69,-28,7,65,1,-12,-12,-3,-1
CCCCc1nc2ccccc2c(=O)n1-c1ccc(O)cc1,-2.2,95,-30,1,95,4,8,-16,1,·
O=C(O)C12C3CCCC1C32c1ccccc1 (stereo unspecified),-2.6,88,-17,1,76,10,15,-24,-21,0
FC(F)(F)C1=NC(C(F)(F)F)=NP(N2CCOCC2)(N2CCOCC2)=N1,-0.2,108,-26,0,101,13,16,-9,-1,-1
O=C(CN1CCN(Cc2cccc(Cl)c2)C1=O)N1CCC2(CC1)OCCO2,-2.2,103,-46,1,100,8,-11,-4,-3,-2
CCOc1ccccc1N=C1SCCCN1C,-0.4,87,6,0,87,23,-3,-15,-33,-2
CCOc1ccc2nc(N3CCC(C(=O)N4CCC5(CC4)OCCO5)CC3)sc2c1,-3.6,81,5,4,77,27,-3,-12,1,·
OC(Cc1ccccc1)(c1ccccc1)C1CN2CCC1CC2 (stereo unspecified),-3.4,62,-21,10,68,2,-14,1,-11,0
CC(C)C12CN3CC(C(C)C)(CN(C1)C3c1cccnc1)C2=O (stereo unspecified),-0.8,90,-34,1,99,3,-1,-6,10,·
Cc1cccc(-n2c(C)nc3ccccc3c2=O)n1,-1.0,98,-40,3,93,13,0,·,-32,·
CCCCn1c(O)c(C(CC)=NCCN2CCOCC2)c(=O)[nH]c1=O,-1.4,99,-26,1,100,6,-2,9,8,2
O=C(Cc1ccc(Br)cc1)N1CCN(Cc2ccccc2)CC1,-0.6,61,-88,2,54,86*,-11,7,-8,5
CC(C)n1c(=O)c(C=Nc2ccc(F)cc2)c(O)n(Cc2ccco2)c1=O,-2.1,82,-28,6,86,10,-4,-5,-15,-5
Cn1c(O)c(C=NCCN2CCNCC2)c(=O)n(C)c1=O,0.8,98,-12,4,101,11,3,·,-3,·
COc1cc(OC)cc(-n2nc(C(=O)N3CCC4(CC3)OCCO4)c3ccccc3c2=O)c1,-2.8,85,-22,1,91,52*,9,-1,-67,-3
COc1ccc(CNCC(=O)N2CCC3(CC2)OCCO3)cc1,-2.2,101,-39,-1,94,23,-7,8,35,-1
O=P(Nc1ccccc1Cl)(c1ccccc1)c1nc2c(s1)CCCC2 (stereo unspecified),-3.6,96,-38,5,96,12,-4,-21,-11,·
CN1C(=O)/C(=C\c2ccc(N3CCCCC3)o2)C(=O)NC1=S,-2.2,72,-20,7,76,18,-1,-4,2,-1
CC(C)C[C@H](NC(=O)[C@@H]1CCCN1C(=O)[C@@H](N)Cc1ccc(O)cc1)C(=O)NCC(N)=O,0.3,105,-31,0,91,4,4,1,-36,·
CN1CCC(OC(=O)C2c3ccccc3Oc3ccccc32)CC1,-2.4,86,-2,9,74,13,-8,-10,-3,-1
CC1(C)CN=C(NCc2ccccc2Cl)S1,-1.5,93,-79,3,93,3,9,-5,-6,-1
O=C(Cn1ncc2c3ccccc3n(Cc3ccccc3F)c2c1=O)N1CCC2(CC1)OCCO2,-2.6,88,-15,0,97,8,15,-17,·,-2
O=P1(NC2CCCC2)COc2ccccc2OC1,-1.8,98,-38,-2,104,5,-3,-27,1,-1
COc1cccc(N2CCN(Cc3ccc(Cl)cc3)CC2)c1,-0.4,95,-39,5,105,9,-3,-1,·,0
